Screening data from PubChem.
TDP1 block = qHTS Assay for Inhibitors of Tyrosyl-DNA Phosphodiesterase (TDP1); Potency, µM (top dose mostly 130 µM), inactives show top-dose activity change, negative = inhibition, usual class: inhibitors; 0.28% of 350,000 active; Tyrosyl-DNA phosphodiesterase 1 (Homo sapiens), Q9NUW8; recombinant TDP1, AlphaScreen DNA substrate cleavage; also: nearly all actives have a fitted effect of over 40% in size
Target sequence (Q9NUW8 whole entry, looked up): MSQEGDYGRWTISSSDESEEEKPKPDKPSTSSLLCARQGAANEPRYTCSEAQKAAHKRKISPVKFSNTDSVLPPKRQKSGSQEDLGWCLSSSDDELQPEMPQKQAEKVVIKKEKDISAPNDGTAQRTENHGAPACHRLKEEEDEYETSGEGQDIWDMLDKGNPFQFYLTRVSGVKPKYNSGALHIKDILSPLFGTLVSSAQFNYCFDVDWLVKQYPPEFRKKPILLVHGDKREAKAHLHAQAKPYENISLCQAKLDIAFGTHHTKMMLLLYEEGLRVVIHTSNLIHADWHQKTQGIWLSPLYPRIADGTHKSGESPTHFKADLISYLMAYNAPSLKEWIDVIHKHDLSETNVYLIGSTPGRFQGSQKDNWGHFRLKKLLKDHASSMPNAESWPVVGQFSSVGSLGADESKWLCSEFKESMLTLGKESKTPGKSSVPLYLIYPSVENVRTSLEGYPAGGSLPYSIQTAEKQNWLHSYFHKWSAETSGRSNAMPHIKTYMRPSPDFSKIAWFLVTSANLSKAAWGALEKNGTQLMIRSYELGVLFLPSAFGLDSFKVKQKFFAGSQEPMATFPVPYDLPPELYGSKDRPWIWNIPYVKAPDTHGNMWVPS
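Tdp1 1 nM final; 15 min RT w/ cpd; substrate 15 nM, 5 min; beads 10 ug/ml, 10 min; AlphaScreen read. Neg ctrl: no enzyme.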
N370S GC mod = qHTS Assay for Inhibitors and Activators of N370S glucocerebrosidase as a Potential Chaperone Treatment of Gaucher Disease | 0.092% of 330,000 active | AID 2101, 2009 | N370S GC spleen homogenate, 4MU-glucoside fluorescence | Lysosomal acid glucosylceramidase (Homo sapiens), P04062 | Potency, µM (doses to about 59.4 µM), inactives show at the highest dose activity change, negative = inhibition, actives largely listed as inhibitors;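 also: 0% = full enzyme activity and -100% = no enzyme basal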
DT40 TDP1 no CPT = qHTS for Inhibitors of human tyrosyl-DNA phosphodiesterase 1 (TDP1): qHTS in cells in absence of CPT. Potency, µM (series often up to 46.2 µM), without a hit: top-dose activity change, negative = growth inhibition, actives largely listed as inhibitors. DT40 Tdp1-/- hTDP1 cells, no CPT, ATP luminescence, 48 h. 15% of 420,000 active; also: nearly all actives have a fitted effect of over 55% in size
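Stably hTDP1-transfected Tdp1-null chicken DT40 cells were treated with library compounds minus camptothecin and grown for at least 48 hr at 37 °C, after which cellular ATP was quantified by luminescence.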
Starred values were filed as active, the others as inactive; u = inconclusive; x = no result given; & = joins results of further samples; [ ] = dose if it differs, or a comment. Calls follow the shape of the dose curve; as a rule, active = well fitted curve in the direction sought with a large enough effect; inconclusive = small, poorly fitted or top-dose-only effect, or another doubt; inactive = no such curve, though single readings can be large; an effect the other way counts as inactive or inconclusive. Unless noted, % is scaled to controls: 0 for no effect and ±100 for the full control effect; potency is read from the fitted curve at half-maximal effect.

SMILES	TDP1 block	N370S GC mod	DT40 TDP1 no CPT
CC(C)OC(=O)c1cc(NC(=S)Nc2ccc([N+](=O)[O-])cc2)cc(C(=O)OC(C)C)c1	2.6%	4.8%	11.6µM*
COC(=O)C1=C(C)n2cnnc2NC1c1ccc(Cl)cc1 (stereo not given)	2.2%	10.1%	2.7%
CCN(CC)S(=O)(=O)c1ccc(OC)c(NC(=S)Nc2cccc(C)c2C)c1	1.8%	-4.7%	u
COc1ccc(NC(=O)C(CC(C)C)NS(=O)(=O)c2ccc3c(c2)oc(=O)n3C)cc1Cl (stereo not given)	0.0%	x	-19.8%
O=C(O)C(NS(=O)(=O)c1ccccc1)C(O)c1ccccc1 (stereo not given)	x	6.8%	0.2%
CCc1cccc(C)c1NS(=O)(=O)c1ccc2c(c1)CC(C)N2C(=O)C1CC1 (stereo not given)	2.6%	x	u
CC(NC(=O)c1ccc(N2CCCC2=O)cc1)c1ccccc1 (stereo not given)	-1.9%	0.8%	-13.6%
CC(C)c1ccc(NC(=O)COc2nnc(-c3cccs3)c(-c3cccs3)n2)cc1	3.4%	26.5%	u
Cc1ccc(S(=O)(=O)N(Cc2ccc(C(F)(F)F)cc2)C(=O)N2CCN(C)CC2)cc1	1.9%	1.7%	-12.4%
CCCNC(=O)N1CCC(c2nc3ccccc3s2)CC1	x	-0.1%	4.6%
Cc1ccsc1/C=N/NC(=O)C(O)c1ccccc1 (stereo not given)	2.7%	3.8%	1.1%
CCc1ccc(-c2nnn(CC(=O)N(C3CCCC3)C3CCS(=O)(=O)C3)n2)cc1 (stereo not given)	-1.3%	x	6.4%
O=CN1CCC(=O)N(Cc2ccccc2)c2ccccc21	2.2%	15.6%	-3.9%
CN(C)c1nc(C#N)nc(N(C)C)n1	0.4%&0.0%	7.1%	-24.3%&-13.1%
Cc1cccc(NC(=O)c2cc(S(=O)(=O)N3CCOCC3)cn2C)c1C	x	-1.7%	6.0%
Cc1cc(C)c2oc(-c3ccc(C)c(NC(=S)NC(=O)/C=C/c4ccco4)c3)nc2c1	0.0%	0.4%	u
Cc1c(C(=O)N2CCN(C)CC2)oc2c1C(=O)CC(C)(C)C2	6.8%	-3.4%	-15.4%
Cc1noc(C)c1-c1nccc(NCc2cccs2)n1	x	19.9%	u
CCc1ccc(NC(=O)C(=O)NNC(=O)c2cccs2)cc1	x	-5.4%	u
Cn1cccc1/C=C1\SC(=S)N(NC(=O)c2ccc(F)cc2)C1=O	12.3%	-10.6%	-21.4%
O=C1CC(c2ccco2)CC(O)=C1C=NCC1NCCc2ccccc21 (stereo not given)	4.9%	-10.9%	-3.7%
CCCn1c(SC(C)C(=O)NC2CCCC2)n[nH]c1=O (stereo not given)	-0.7%	3.2%	2.6%
CCCCC(=O)N1C/C=C\C(c2ccc(OC)cc2)N(Cc2ccc(F)cc2)C(=O)C1 (stereo not given)	2.5%	10.7%	u
CCc1cccc(OCCOC(=O)CNS(=O)(=O)c2ccc(NC(C)=O)cc2)c1	-19.2%	4.5%	-11.6%
Cc1ccc(C(=O)N/C(=C\c2sccc2C)C(=O)NCc2ccco2)cc1	-2.0%	15.2%	-19.4%

New compounds follow:
SMILES	TDP1 block	N370S GC mod	DT40 TDP1 no CPT
COc1cc(/C=C2/S/C(=N/S(=O)(=O)Cc3ccccc3)NC2=O)c([N+](=O)[O-])cc1OC	11.0%	3.1%	-6.1%
Cc1nc2cncnc2n(Cc2ccccc2Cl)c1=O	x	-6.5%	-1.5%
CCCc1nc2c(sc3nc4c(cc32)COC(C)(C)C4)c(=O)n1CCN(CC)CC	3.5%	4.0%	u
Cn1nc(-c2ccccc2)c2cc([N+](=O)[O-])ccc21	6.5%	3.4%	0.3%
CCN(C(=O)COC(=O)C1CCN(S(=O)(=O)c2ccc(C)c(C)c2)CC1)C1CCCCC1	2.9%	x	0.2%
CN(C)C(CNC(=O)c1ccc(NC(=O)CC#N)cc1)c1ccccc1 (stereo not given)	0.0%	-6.0%	-0.6%
N#CCCCn1c(=O)oc2ccccc21	1.2%	-4.1%	-3.6%
Cc1c(C(=O)C(=O)N2c3ccc(F)cc3CCC2C)c2ccccc2n1C (stereo not given)	-0.6%	10.8%	2.59µM*
O=S(=O)(Nc1ccc(-n2cccc2)cc1)c1ccccc1	8.3%	0.2%	u
COc1cccc(C(=O)NNC(=O)c2ccccc2)c1	4.0%	-29.3%	7.4%
COc1cc(/C=C/C(=O)OCC(=O)Nc2ccc(S(=O)(=O)N3CCCC3)cc2)ccc1O	7.1%	-5.1%	u
COc1ccc(C(=O)Nc2nccs2)cc1[N+](=O)[O-]	-10.3%	0.6%	1.5%
O=C(Cn1nnc2ccccc2c1=O)Nc1ccc2c(c1)CCC2	0.0%	10.0%	-23.7%
N#Cc1cccc(NC(=O)N2CCCC3(CCN(C(=O)c4cc(C(F)(F)F)cc(C(F)(F)F)c4)CC3)C2)c1	x	10.6%	u
Cc1ccccc1Cn1c(=N)n(CC(=O)c2ccc([N+](=O)[O-])cc2)c2ccccc21	4.5%	-3.0%	5.17µM*
COc1cc(N2CCCC2)ccc1[N+](=O)[O-]	5.1%	-1.6%	-29.1%
COC(=O)CC1c2ccccc2C=C(C2CC2)N1C(=O)OC (stereo not given)	4.4%	5.6%	x
Cc1ccc(C(C)C)c(OCC(=O)OCC(=O)NC2CCS(=O)(=O)C2)c1 (stereo not given)	-3.7%	-3.6%	-2.2%
COc1ccc(OC)c(NC(=O)/C=C/c2ccc(C)o2)c1	6.3%	x	-22.9%
COc1ccc(CNc2ncnc3ccc(-c4ccc(C(=O)N(C)C)cc4)cc23)c(OC)c1	x	-8.1%	u
CCN(C(=S)Nc1ccc(Oc2ccccc2)cc1)c1ccccc1	0.0%	-1.2%	u
O=C(O)CCn1cc(/C=C\C(=O)c2ccc(Cl)cc2)c(-c2cccc(Br)c2)n1	5.3%	9.6%	18.4µM*
C/C(=N/NC(=O)c1ccncc1)c1c[nH]c2ccccc12	2.6%	-2.8%	1.7%
Cc1c(C(=O)N(C)CCCCN2CCOCC2)oc2c(F)cccc12	x	3.4%	-21.2%
N#C/C(=C\c1ccccc1Br)C(=O)NC1CC1	0.5%	-0.9%	-26.2%

Next part
SMILES	TDP1 block	N370S GC mod	DT40 TDP1 no CPT
CC(C)NC(=O)c1ccc(C2SCC(=O)N2Cc2ccccc2)cc1 (stereo not given)	2.4%	5.3%	-13.6%
O=C1NC(Cc2ccccc2)C(=O)N1CC(=O)N1CCCc2ccccc21 (stereo not given)	4.9%	4.9%	u
O=C(Nc1ccc(F)cc1)[C@@H](c1ccccc1)N1Cc2ccccc2C1=O	4.6%	x	-21.3%
O=C(NCc1ccccc1)c1cccc(COc2cc(Cl)ccc2Cl)c1	-0.6%	18.2%	u
O=C(N/N=C\c1c(O)ccc2ccccc12)c1ccc(S(=O)(=O)N2CCCCC2)cc1	8.2%	-2.9%	3.66µM*
CSCC[C@H](NC(=O)c1cc2c([nH]c3ccccc32)c(-c2ccccc2)n1)C(=O)O	x	u	1.9%
CCN(CC)C(=O)Cn1cc(C(=O)C(=O)N2CCN(Cc3ccc4c(c3)OCO4)CC2)c2ccccc21	3.1%	-2.4%	-21.1%
Cc1cc(C(=O)N/N=C/c2cc(Br)ccc2OC(=O)c2ccccc2Cl)n[nH]1	-1.2%	-20.5%	4.61µM*
Cc1cc2n(n1)C(c1sccc1C)Nc1c(C)cccc1-2 (stereo not given)	3.9%	u	u
O=C1/C(=C\c2cccnc2)CCc2ccccc21	3.1%	-3.2%	18.4µM*
O=C(C1CCC(=O)N(C2CCCC2)C1)N1CCN(Cc2cccc(F)c2)CC1 (stereo not given)	4.1%	-7.2%	5.8%
COc1cc(/C=C/C(=O)OCC(=O)Nc2cc(S(=O)(=O)N(C)C)ccc2Cl)ccc1O	2.5%	-8.2%	-21.3%
Cc1ccc(OCC(=O)Nc2ccncc2)c(C)c1	x	-3.2%	8.2µM*
O=C(C1CCCO1)N1CCC(c2nc3ccccc3[nH]2)CC1 (stereo not given)	9.5%	2.9%	-4.1%
NC(=O)c1cc(S(=O)(=O)N2CCN(c3ccc(F)cc3)CC2)cs1	0.0%	x	-26.1%
Cc1cccc(N2CC(O)=C(c3nc4ccccc4n3C)C2=N)c1	0.0%	1.8%	-0.1%
Cn1nnc(NC(=S)NC(=O)c2cccc3c(Cl)cccc23)n1	5.2%	3.4%	11.7%
CC(/C=N\NC(=O)CN1CCN(S(=O)(=O)c2ccc(C)cc2)CC1)=C\c1ccccc1	4.4%	-4.2%	u
Cc1cc(C)n(-c2cc(N3CCOCC3)nc(-c3ccccc3)n2)n1	4.5%	-11.6%	u
COc1ccccc1CNC(=O)c1ccc2nc3[nH]c4ccccc4c3nc2c1	-3.2%	-10.6%	8.2µM*
Cc1cccc(OCC(=O)Nc2ccccc2N2CCN(C)CC2)c1	x	-4.6%	u
O=C(O)CCc1nn2c3ccccc3n(CC(=O)c3cccs3)c2nc1=O	3.7%	-14.3%	3.6%
COc1cccc(S(=O)(=O)Nc2ccc3sc(C)nc3c2)c1	-8.0%	-4.7%	23.1µM*
COCC(=O)N(C)CC1CCCN(CCc2ccccc2OC)C1 (stereo not given)	3.4%	1.1%	-8.6%
Cc1ccc2oc(=O)c(/C=C(\O)c3ccccc3)nc2c1	5.3%	7.4%	-22.1%

The list continues:
SMILES	TDP1 block	N370S GC mod	DT40 TDP1 no CPT
O=C1c2ccccc2C(=O)N1CC1=CCS(=O)(=O)C1	3.0%	-12.9%	-10.0%
CC[C@H](NC(C)C)[C@H](O)c1ccc(O)c(O)c1	13.8%[21 µM]	-3.4%[21.6 µM]	x
COc1cc(NC(=O)COC(=O)Cn2cnc3c2c(=O)n(C)c(=O)n3C)cc(OC)c1	0.8%	x	24.5%
Cc1cc(Br)ccc1NC(=O)CNC(=O)CNc1cccc([N+](=O)[O-])c1	0.8%	x	u
Nc1cc(Cl)ccc1C(=O)OCC(=O)NCC1CCCO1 (stereo not given)	-2.8%	x	-16.4%
Cc1ccc(/C=C(\C#N)C(=O)Nc2cccc(C)n2)cc1	x	0.6%	-23.0%

In another format: 17 of the compounds above.
| Structure | TDP1 block | N370S GC mod | DT40 TDP1 no CPT |
| --- | --- | --- | --- |
| CC(C)OC(=O)c1cc(NC(=S)Nc2ccc([N+](=O)[O-])cc2)cc(C(=O)OC(C)C)c1 | 2.6% | 4.8% | 11.6µM* |
| COC(=O)C1=C(C)n2cnnc2NC1c1ccc(Cl)cc1 (stereo not given) | 2.2% | 10.1% | 2.7% |
| CCN(CC)S(=O)(=O)c1ccc(OC)c(NC(=S)Nc2cccc(C)c2C)c1 | 1.8% | -4.7% | u |
| COc1ccc(NC(=O)C(CC(C)C)NS(=O)(=O)c2ccc3c(c2)oc(=O)n3C)cc1Cl (stereo not given) | 0.0% | x | -19.8% |
| O=C(O)C(NS(=O)(=O)c1ccccc1)C(O)c1ccccc1 (stereo not given) | x | 6.8% | 0.2% |
| CCc1cccc(C)c1NS(=O)(=O)c1ccc2c(c1)CC(C)N2C(=O)C1CC1 (stereo not given) | 2.6% | x | u |
| CC(NC(=O)c1ccc(N2CCCC2=O)cc1)c1ccccc1 (stereo not given) | -1.9% | 0.8% | -13.6% |
| CC(C)c1ccc(NC(=O)COc2nnc(-c3cccs3)c(-c3cccs3)n2)cc1 | 3.4% | 26.5% | u |
| Cc1ccc(S(=O)(=O)N(Cc2ccc(C(F)(F)F)cc2)C(=O)N2CCN(C)CC2)cc1 | 1.9% | 1.7% | -12.4% |
| CCCNC(=O)N1CCC(c2nc3ccccc3s2)CC1 | x | -0.1% | 4.6% |
| Cc1ccsc1/C=N/NC(=O)C(O)c1ccccc1 (stereo not given) | 2.7% | 3.8% | 1.1% |
| CCc1ccc(-c2nnn(CC(=O)N(C3CCCC3)C3CCS(=O)(=O)C3)n2)cc1 (stereo not given) | -1.3% | x | 6.4% |
| O=CN1CCC(=O)N(Cc2ccccc2)c2ccccc21 | 2.2% | 15.6% | -3.9% |
| CN(C)c1nc(C#N)nc(N(C)C)n1 | 0.4%&0.0% | 7.1% | -24.3%&-13.1% |
| Cc1cccc(NC(=O)c2cc(S(=O)(=O)N3CCOCC3)cn2C)c1C | x | -1.7% | 6.0% |
| Cc1cc(C)c2oc(-c3ccc(C)c(NC(=S)NC(=O)/C=C/c4ccco4)c3)nc2c1 | 0.0% | 0.4% | u |
| Cc1c(C(=O)N2CCN(C)CC2)oc2c1C(=O)CC(C)(C)C2 | 6.8% | -3.4% | -15.4% |

The list is partial; the hit share may differ from the screen's.
